Screens (PubChem BioAssay)
CHRM1 antagonist: blocks human M1 muscarinic receptor; 1.3% of 360,000 active; CHO-K1 hM1, Fluo-8 calcium fluorescence, ACh EC80 antagonist; inhibition, % at 3 µM;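 active means percent inhibition above its own plate's cutoff, namely the mean of that plate's compound wells plus 3 SD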;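 further: peak over basal fluorescence ratio during 140 s after agonist addition; 0% = ACh EC80 plus DMSO and 100% = DMSO alone without agonist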
Target sequence (P11229 whole entry, looked up): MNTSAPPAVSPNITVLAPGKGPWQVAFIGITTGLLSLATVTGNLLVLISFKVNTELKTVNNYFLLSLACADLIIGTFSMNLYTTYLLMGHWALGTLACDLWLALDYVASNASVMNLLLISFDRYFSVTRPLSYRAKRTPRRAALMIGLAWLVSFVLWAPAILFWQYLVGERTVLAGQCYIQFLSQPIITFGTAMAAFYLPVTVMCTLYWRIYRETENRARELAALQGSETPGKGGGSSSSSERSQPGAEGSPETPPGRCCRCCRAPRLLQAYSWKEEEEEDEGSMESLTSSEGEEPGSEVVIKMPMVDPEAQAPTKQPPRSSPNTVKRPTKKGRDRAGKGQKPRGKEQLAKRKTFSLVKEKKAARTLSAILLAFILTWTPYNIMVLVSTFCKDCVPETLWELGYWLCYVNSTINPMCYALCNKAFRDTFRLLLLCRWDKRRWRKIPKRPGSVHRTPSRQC
M4 ag: agonists of human muscarinic M4 receptor (CHRM4). CHO-K1 hM4/Gqi5, Fluo-8 calcium fluorescence; vehicle 0%, full acetylcholine response 100%. 0.14% of 360,000 active. activation, % at 3 µM. P08173. AID 624127;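 active means activation above the run mean over all test wells plus 3 SD, cut at about 32% in these data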;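 further: peak over basal fluorescence ratio per well then scaled between controls; 0% = DMSO wells and 100% = acetylcholine at EC100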
Target sequence (P08173 whole entry, looked up): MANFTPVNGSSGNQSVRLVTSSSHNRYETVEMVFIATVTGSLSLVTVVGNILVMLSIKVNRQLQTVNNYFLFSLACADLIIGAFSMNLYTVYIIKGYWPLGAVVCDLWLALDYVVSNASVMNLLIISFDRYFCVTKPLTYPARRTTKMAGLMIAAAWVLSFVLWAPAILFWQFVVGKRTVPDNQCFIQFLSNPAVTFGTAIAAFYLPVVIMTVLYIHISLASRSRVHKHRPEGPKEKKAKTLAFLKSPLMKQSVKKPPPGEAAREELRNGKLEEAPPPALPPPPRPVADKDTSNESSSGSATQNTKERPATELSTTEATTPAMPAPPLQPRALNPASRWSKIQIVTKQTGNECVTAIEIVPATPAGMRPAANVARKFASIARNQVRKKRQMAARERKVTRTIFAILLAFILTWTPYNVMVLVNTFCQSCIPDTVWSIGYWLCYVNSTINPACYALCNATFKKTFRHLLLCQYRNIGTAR
CHO-K1 Ca antag: counter-screen for M1 antagonists: effect in parental CHO-K1 cells | ATP-induced calcium, Fluo-8 fluorescence | inhibition, % at 3 µM | 0.6% of 360,000 active;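 active means inhibition above a per-plate cutoff, the plate's mean sample inhibition plus 3 SD, cut at about 24% in these data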;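 further: 0% = DMSO plus EC80 ATP and 100% = DMSO alone without ATP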
CHO parental Ca: signal in parental CHO cells, OX1R antagonist counter-screen | AID 463079 | 0.63% of 330,000 active | parental CHO-K1, ATP-induced calcium, Fluo-8 fluorescence | inhibition, % at 5.6 µM;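 active means inhibition above that plate's mean sample inhibition plus 3 SD, cut at about 26% in these data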;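 further: 0% = ATP-challenged DMSO wells and 100% = DMSO wells without ATP; some compounds past the cut are filed as inactive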
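test system = CHO parental line | reagent = ATP stimulus | measured by = intracellular calcium via Fluo-8 no-wash fluorescent dye | control set = ATP and no-ATP DMSO wells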
CHRM1 agonist: human M1 muscarinic receptor agonism | 0.33% of 360,000 active | P11229 | CHO-K1 hM1, Fluo-8 calcium fluorescence, agonist mode; 0% DMSO, 100% acetylcholine EC100 | activation, % at 3 µM;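 active means activation above the run's mean compound activation plus 3 SD, cut at about 16% in these data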;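 further: peak over basal fluorescence ratio within a 140 s kinetic read after compound addition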
CHRM4 antagonist: CHRM4 antagonism in calcium assay | P08173 | CHO-hM4 cells, ACh EC80, Fluo-8 calcium fluorescence | AID 624125 | 0.73% of 360,000 active | inhibition, % at 3 µM;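 active means inhibition above its plate's cutoff, the mean inhibition of sample wells plus 3 SD, cut at about 27% in these data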;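 further: 0% = acetylcholine EC80 with DMSO and 100% = DMSO without agonist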
CHO-K1 Ca ag: nonselective activator or artifact in parental CHO-K1 cells; 0.48% of 360,000 active; Fluo-8 calcium fluorescence; scaled to maximal ATP response, vehicle zero; activation, % at 3 µM; in the data active means activation above about 15%;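 further: untransfected CHO-K1 host cells lacking M1 receptor as counterscreen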
M1 PAM: human CHRM1 positive allosteric modulation; CHO-K1 hM1, Fluo-8 calcium fluorescence, ACh EC20; 0% = ACh EC20, 100% = maximal ACh; activation, % at 3 µM; 0.088% of 360,000 active; in the data active means activation above about 19%, passing the limit was not always enough
OXTR potentiator: potentiators of human oxytocin receptor | CHO-OTR cells, Fluo-8 calcium fluorescence, potentiator mode; 0% = oxytocin EC15, 100% = EC100 | activation, % at 3 µM | 0.061% of 320,000 active | AID 2445;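 active means activation above that plate's cutoff, the mean activation of tested compounds plus 3 SD, cut at about 6.6% in these data, passing the limit was not always enough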;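 further: 100% uses oxytocin at 75 nM as the full agonist control; some results filed as inactive read as strong as hits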
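Material: CHO-OTR cells, human receptor; compound dosing: single dose, 3.0 µM nominal final compound concentration; schedule: 6 min compound pre-incubation at room temperature, 100 s kinetic read; measured by: kinetic Fluo-8 calcium fluorescence; read-out basis: % activation vs EC15 and EC100 oxytocin; controls: EC15 oxytocin alone as 0%, 75 nM oxytocin as 100%; replicates: singlicate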
Numbers without * were called inactive; / = no result given.

Every second line gives: CHO-K1 Ca ag	CHRM1 antagonist	CHO-K1 Ca antag	CHRM4 antagonist	M1 PAM	OXTR potentiator	CHO parental Ca	M4 ag	CHRM1 agonist
- CN1CCN(C(=O)N2c3ccccc3C=Cc3ccccc32)CC1
    -0.1	93.6*	1.3	70.8*	-23.5	-3.0	-15.1	0.6	-4.8
- Cc1ccc(C(=O)CSc2cnc3ccccc3n2)cc1C
    4.8	9.4	-2.3	-9.9	-15.6	-17.1	-9.8	6.4	-5.8
- COc1cc(C(=O)NC(=S)Nc2nccs2)cc(OC)c1OC
    3.4	-2.4	-8.2	-2.3	0.6	-7.4	-18.8	5.9	-6.3
- NC(=O)C1(N2CCCCC2)CCN(C(=O)c2ccccc2)CC1
    -0.1	-10.4	9.1	-4.3	2.9	-2.3	-13.2	0.8	-3.5
- Nc1ccc(NC(=O)c2ccc(C(=O)Nc3ccc(N)cc3)cc2)cc1
    0.2	-16.2	-8.6	-5.9	11.4	-6.0	11.2	2.3	-1.0
- CCc1ccc(OC)c(S(=O)(=O)NCCOc2ccccc2)c1
    3.0	-1.7	-16.8	-2.1	-9.8	-5.7	-4.7	3.1	-1.8
- CCc1ccc(NSc2ccccc2[N+](=O)[O-])cc1
    -0.6	13.3	2.2	-1.9	-9.5	-7.8	-15.7	-1.4	-4.3
- O=C(c1ccccc1)c1ccccn1
    1.2	-0.3	3.2	-13.2	2.2	-4.6	-3.5	4.2	-6.1
- C=CCN1C(=O)c2ccc(C(=O)OCC(=O)Nc3ccccc3OC)cc2C1=O
    0.6	-1.3	-9.2	-2.0	5.5	-2.1	-5.0	1.6	-2.7
- COc1ccc(CC(=O)NNC2=Nc3cccc4cccc2c34)cc1
    0.9	-9.1	1.9	3.6	6.4	-8.8	-19.6	1.4	-3.5
- O=C(COc1ccccc1Cl)NNC(=O)Cn1[nH]c(=O)c2ccccc2c1=O
    1.8	-12.0	-11.2	2.6	12.6	8.1	-9.9	0.4	-1.5
- CCOC(=O)C1=CCN(S(=O)(=O)c2ccc(C)cc2)C1c1ccc(Cl)c(Cl)c1 (stereo unspecified)
    2.0	6.2	-5.2	-5.9	-6.4	/	/	-0.6	-7.0
- CC(C)Oc1cc(F)ccc1-c1cc(C(=O)NCCc2ccncc2)[nH]n1
    4.2	-6.6	-0.2	-7.4	6.5	/	/	7.0	-0.2
- O=C(N/N=C(\c1ccccc1)c1cccnc1)C(O)(c1ccccc1)c1ccccc1
    1.4	-30.9	-0.1	-9.6	4.9	-10.3	-27.0	3.9	-2.0
- Cc1ccc(/C=C2/Sc3ccccc3N(CC(=O)NCC3CCCO3)C2=O)cc1 (stereo unspecified)
    6.5	1.0	3.1	18.8	-3.9	-9.2	-16.2	4.2	-2.8
- O=C(CSc1ccc2ccccc2n1)Nc1nsc(-c2ccc(Cl)cc2)n1
    -0.3	9.7	7.3	21.2	-5.7	-10.0	-3.1	2.1	-0.3
- CCC(C)N=C1CC(C)(C)CC(=O)/C1=C(/O)Cc1ccccc1 (stereo unspecified)
    -0.1	-1.9	-0.2	4.3	3.4	-9.2	-12.2	-0.1	-5.0
- O=C(Nc1ccc(N2CCCC2)c(Cl)c1)c1cccnc1
    0.4	-5.7	-6.3	10.8	5.7	-8.1	-23.2	1.5	-5.5
- CCC(NS(=O)(=O)c1ccc(OC)cc1)C(=O)NCCc1ccccc1 (stereo unspecified)
    -0.3	-28.6	-13.1	-4.4	12.0	-12.7	-5.8	1.4	-1.2
- CCOC(=O)C1CCCN(C(=O)Cc2c(C(=O)O)[nH]c3ccccc23)C1 (stereo unspecified)
    3.3	63.8*	-9.4	9.5	-28.5	-2.3	-4.9	0.5	73.3*
- CC(C)n1c(SCC(=O)N2CCN(C(=O)c3ccco3)CC2)nc2c1c(=O)n(C)c(=O)n2C
    1.3	-7.3	-18.8	3.8	3.1	-0.6	-12.8	1.3	-5.5
- O=C(CC1SC(=Nc2ccc(OC(F)F)cc2)N(CCN2CCOCC2)C1=O)Nc1ccc(F)cc1F (stereo unspecified)
    0.2	-6.8	-5.7	-1.4	0.3	-16.9	-14.4	3.9	-4.6
- CCOc1ccccc1/C=C/C(=O)NCC(=O)N1CCC(N(C)C2CCCCC2C)CC1 (stereo unspecified)
    0.2	21.8	-22.9	10.2	-15.3	-8.5	-21.9	0.5	-5.8
- Cc1ccccc1NC(=O)Cc1nc(COC(=O)c2ccc(NC(N)=O)cc2)cs1
    0.4	-7.4	-1.0	-3.2	0.6	-4.6	-9.6	4.5	-0.6
- O=C(CNS(=O)(=O)c1cccc(Br)c1)NCC1CCCCC1
    1.3	-16.9	-9.7	-4.9	8.2	-2.3	-8.4	1.6	-8.4
- CCOCN(C(=O)Cn1cnc2ccccc21)c1c(C)cccc1CC
    2.7	-4.5	-16.2	-15.4	8.1	0.3	-16.6	3.6	-6.0
- CC(C)CC(=O)NC1(C(F)(F)F)C(=O)N(CC(C)C)C2=C1C(=O)CC(C)(C)C2 (stereo unspecified)
    0.1	-2.7	-5.8	2.4	8.7	-3.6	-12.8	0.2	-4.5
- N/C(=N\OC(=O)CCCC(=O)O)c1ncc(C(F)(F)F)cc1Cl
    -0.1	-9.7	-3.1	3.6	11.4	-1.4	-15.3	-0.4	-3.3
- CCCCOc1ccc(-c2nc(-c3cccnc3)no2)cc1
    2.2	-37.4	-3.7	-4.3	3.4	-8.8	-5.2	2.5	1.5
- Cc1ccc(NC(=O)CN(C)C(=O)Cc2c[nH]c3ccccc23)cc1
    0.6	-6.5	-4.1	0.8	3.1	-3.5	-12.6	2.9	-3.6
- CCCC(=O)NC(NC1CCS(=O)(=O)C1)C(Cl)(Cl)Cl (stereo unspecified)
    -0.3	8.3	12.2	-0.4	-2.0	-16.1	-10.9	0.9	-5.9
- Cc1cnc(NC(=O)Cc2cccs2)s1
    0.7	-3.8	-5.2	1.0	12.4	1.5	7.7	1.4	-1.6
- O=C(NCCc1ccccc1)C1CCCN(S(=O)(=O)c2cccc3nsnc23)C1 (stereo unspecified)
    2.2	-0.8	1.2	1.1	0.4	-11.0	-30.3	6.1	-4.1
- O=C(NCCn1cc(SCC(=O)N2CCOCC2)c2ccccc21)c1ccccc1
    2.3	-13.6	-2.1	-8.0	5.4	-6.7	-3.0	3.8	0.7
- COCOc1ccc(C=O)c(O)c1
    0.2	-2.6	1.1	-8.3	1.2	3.5	-5.9	0.5	-0.5
- COC(=O)COc1nc(C)c(Br)c(OC)n1
    -0.4	2.6	-7.8	3.2	0.7	-1.5	9.1	-0.6	-4.0
- CC(C)C(=O)NNC(=O)CSc1nnnn1C(C)C
    1.2	-2.0	-16.1	-2.8	0.3	2.2	-11.6	2.6	-1.0
- O=C(N/N=C/c1ccc(OC(=O)c2ccc(Br)cc2)cc1)c1ccncc1
    0.8	-3.6	-8.9	-4.2	11.8	-4.1	3.4	0.5	-2.2
- COc1ccc(OC)c(C(=O)CSc2nnc(C3CC3)n2C2CC2)c1
    0.3	-8.9	-5.5	-8.4	20.5	/	/	1.0	1.0
- O=C(N/N=C/C=C/c1ccccc1)c1cccc(Br)c1
    4.5	1.1	-13.9	0.4	-0.5	0.9	-20.7	4.4	-4.2
- CC(=O)N1CCN(C(=S)NC(=O)C23CC4CC(CC(C4)C2)C3)CC1
    0.6	-16.3	-9.3	0.0	12.5	-12.0	-0.1	1.0	2.2
- CC(OC(=O)Cn1cc(C(F)(F)F)ccc1=O)C(=O)NC(C)c1ccc(Cl)cc1Cl (stereo unspecified)
    3.8	-16.1	1.2	-1.1	8.9	-8.9	-31.3	9.9	-2.2
- Cn1nnc(NC(=O)c2ccccc2)n1
    0.0	8.0	-0.1	-10.8	-0.2	-3.2	3.3	0.7	-3.0
- O=C(COC(=O)Cc1c[nH]c2ccccc12)Nc1cccc(Br)c1
    3.0	-2.9	-7.0	-1.4	-1.4	/	/	6.0	1.4
- O=C(CCn1c(=O)[nH]c2ccccc2c1=O)N1CCN(c2cccc(C(F)(F)F)c2)CC1
    0.1	-0.7	8.3	-15.1	2.9	-18.7	-29.8	5.3	-3.3
- Cc1nn(-c2ccccc2)c(N)c1-c1ccccc1
    0.7	-11.4	-15.0	-11.6	10.6	-7.1	7.5	1.6	-1.1
- CC1Sc2ccccc2N(Cc2ccc(OC(F)(F)F)cc2)C1=O (stereo unspecified)
    -0.7	-1.7	11.2	-12.0	0.2	/	/	-1.3	-3.9
- O=C(CN(Cc1ccco1)C(=O)c1ccc(F)cc1)Nc1ccccc1Br
    0.8	-4.0	-10.0	3.2	1.2	-0.4	-17.5	2.7	-1.3
- COc1ccc(C(=O)NCC(=O)N2CCC(Cc3ccccc3)CC2)cc1OC
    0.7	16.8	11.3	0.1	-7.7	/	/	3.4	-2.9
- COc1ccc(CN2C(=O)c3ccccc3C2C(=O)NC2CCCCCC2)c(OC)c1 (stereo unspecified)
    0.8	-18.4	-10.4	6.0	16.9	/	/	0.5	-0.5
- COc1ccccc1NC(=O)Nc1nc(C(N)Cc2ccccc2)cs1 (stereo unspecified)
    4.3	-3.7	-4.1	5.3	9.4	/	/	13.6	3.8
- CC(C)c1ccc(N(CC(=O)NC2CCCCC2)C(=O)CNC(=O)c2ccco2)cc1
    0.1	-14.1	-9.6	0.1	11.1	-3.2	-8.7	0.0	-0.3
- CCN(CC)CCCN(Cc1cc2cc(OC)ccc2[nH]c1=O)C(=O)Nc1ccc(F)cc1
    1.7	-3.3	3.4	-9.1	1.0	-4.0	-27.7	6.8	-4.0
- Cc1noc(C)c1C(=O)Nc1ccc(F)cc1
    -0.3	-2.8	10.7	2.2	11.8	-2.4	-12.2	0.5	-3.2
